High-throughput results (PubChem BioAssay)
Pf growth 96h: inhibits malaria parasite growth, 96 h; P. falciparum luciferase reporter growth, 96 h; Potency, µM (series often up to 28.7 µM), without a hit: at the highest dose activity change, negative = inhibition, usual class: inhibitors; 320,000 tested, 6.9% active; note: potency is the fitted concentration of half-maximal effect; % is set by controls: 0 for no effect and ±100 for the full control effect
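Luminescence readout: decreased luciferase signal marks inhibited growth of reporter-expressing P. falciparum in infected red cells (2% hematocrit, 0.05% parasitemia final), exposed to compound two generations (96 h, 37 C, 5% CO2).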
HCV inh: blocks hepatitis C virus; Huh7.5.1 HCVcc-Cre infection, luciferase reporter, 44 h; Potency, µM (series often up to 41.8 µM), without a hit: top-dose activity change, negative = inhibition, hits mostly inhibitors; 340,000 tested, 3.4% active; AID 651820; note: potency is the fitted concentration of half-maximal effect; % is set by controls: 0 for no effect and ±100 for the full control effect
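Infectious HCV cell culture screen: compound-treated cells (1,000/well, pre-plated 4 h) are infected with HCVcc-Cre at roughly 0.5 moi and grown 44 h. Infection is quantified by luciferase signal after 15 min substrate incubation at room temperature.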
Pf growth 48h: inhibits P. falciparum growth in the first generation, 48 h | P. falciparum luciferase growth in erythrocytes, 48 h | Potency, µM (titrated, usually from 28.7 µM), inactives show at the highest dose activity change, negative = inhibition, hits mostly inhibitors | 310,000 tested, 5.9% active | AID 504832; note: potency is the fitted concentration of half-maximal effect; % is set by controls: 0 for no effect and ±100 for the full control effect
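Parasite viability was followed by luminescence of a genomically integrated firefly luciferase. Cultures held 0.1% parasitemia at 2% hematocrit (final), incubated under 5% CO2 at 37 C.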
Shiga inhibitor: inhibitors of Shiga toxin in Vero cells. inhibition, % at 38.7 µM. Vero cells, Shiga toxin protein synthesis inhibition reporter. 290,000 tested, 9.2% active; in the data active = inhibition mostly above about 28%, no sharp cut-off; inactive = mostly below about 43%; note: 0% is about no effect
Cycloheximide cs: counter-screen hit for Shiga toxin inhibitors, cycloheximide; max response, %; cell reporter, cycloheximide protein synthesis inhibition counterscreen; 300,000 tested, 12% active; in the data active = max response mostly above about 13%, no sharp cut-off; inactive = mostly below about 14%; note: read at 38.3 µM for the half of the compounds with a filed dose; 0% is about no effect
LmPK inhibitor: blocks Leishmania mexicana pyruvate kinase activity | Q27686 | purified LmPK, Kinase-Glo ATP luminescence, 1 h | Potency, µM (top dose mostly 57.5 µM), inactives show at the highest dose activity change, negative = inhibition, usual class: inhibitors | 290,000 tested, 0.37% active | AID 1721; note: potency is the fitted concentration of half-maximal effect; % is set by controls: 0 for no effect and ±100 for the full control effect
Target sequence (Q27686 whole entry, looked up): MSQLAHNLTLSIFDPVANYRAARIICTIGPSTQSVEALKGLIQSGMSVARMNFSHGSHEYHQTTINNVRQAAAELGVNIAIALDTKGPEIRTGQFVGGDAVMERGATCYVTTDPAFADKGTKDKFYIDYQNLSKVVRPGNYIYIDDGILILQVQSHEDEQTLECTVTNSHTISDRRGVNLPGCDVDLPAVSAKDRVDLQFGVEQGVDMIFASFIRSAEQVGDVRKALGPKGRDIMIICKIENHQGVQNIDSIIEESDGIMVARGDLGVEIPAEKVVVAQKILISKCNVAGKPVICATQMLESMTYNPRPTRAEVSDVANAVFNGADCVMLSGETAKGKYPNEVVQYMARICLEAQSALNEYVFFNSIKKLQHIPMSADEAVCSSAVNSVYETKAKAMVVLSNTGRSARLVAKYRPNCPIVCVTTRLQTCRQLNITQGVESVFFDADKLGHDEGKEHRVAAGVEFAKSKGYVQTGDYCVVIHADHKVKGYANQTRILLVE
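ATP generated from ADP (0.1 mM) and PEP (0.5 mM) by 0.1 nM LmPK over 1 h at room temperature (pH 7.2 imidazole buffer) was detected by coupled luciferase luminescence. Values were normalized to uninhibited and no-enzyme wells.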
Tb PYK inh: blocks Trypanosoma brucei pyruvate kinase | Q57TT1 | TbPYK enzyme, Kinase-Glo Plus ATP luminescence, 45 min | Potency, µM (highest dose often 76.8 µM), without a hit: top-dose activity, negative = inhibition, hits mostly inhibitors | 410,000 tested, 0.12% active | AID 624173; note: potency is the fitted concentration of half-maximal effect; % is set by controls: 0 for no effect and ±100 for the full control effect; nearly all actives have a fitted effect of over 50% in size
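In this concentration-response screen, enzyme-free wells defined baseline while DMSO plates tracked drift. Each reaction combined TbPYK, substrate, compound and 130 uM ADP for 45 min at room temperature. Kinase-Glo Plus luminescence gave the signal.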
Starred values were filed as active, the others as inactive; ? = inconclusive; . = not tested or not shown; + = active, no number; & = joins results of further samples; [ ] = remark or other dose. Unless noted, calls come from the whole dose curve; as a rule, active = well fitted curve in the direction sought with a large enough effect; inconclusive = small, poorly fitted or top-dose-only effect, or another doubt; inactive = no such curve, though single readings can be large; an effect the other way counts as inactive or inconclusive.

SMILES | Pf growth 96h | HCV inh | Pf growth 48h | Shiga inhibitor | Cycloheximide cs | LmPK inhibitor | Tb PYK inh
O=C(Nc1nnc(-c2ccccc2)o1)c1nc2ccccc2s1 | 5% | 14% | 32%[activator] | 2 | -4 | 2% | -9%
CC1CCN(C(=O)CSc2nc3ccccc3c(=O)[nH]2)CC1 | ? | 16% | 7% | 24 | 14 | 5% | -12%
CN(CC(=O)Nc1ccc(F)c(F)c1F)C(=O)Cn1cnc2c1c(=O)n(C)c(=O)n2C | -15% | 1% | 4% | . | . | . | -3%
O=C(NCc1ccc2c(c1)OCO2)c1ccc(Br)o1 | 10% | 0% | 2% | 39 | 9 | 2% | 9%
N/C(=N\OC(=O)c1ccc(=O)n(Cc2ccc(Cl)cc2)c1)c1ccccn1 | 13µM* | -18% | 12µM* | 6 | 28 | 8% | -4%
O=c1[nH]c(CN2CCN(S(=O)(=O)c3ccc4ccccc4c3)CC2)nc2ccccc12 | ? | -19% | -21% | -8 | -1 | 3% | -22%
O=C1C2C3CCCC3=C3CCCC3C2C(=O)N1c1ccc(F)cc1 (configuration not stated) | ? | 8% | ? | -9 | 0 | -1% | -8%
Nc1c(Cl)cc2c(c1Oc1ccccc1)C(=O)c1ccccc1C2=O | ? | -18% | . | 27 | 29* | -14% | -4%
NC(=O)C1CCN(CC(=O)Nc2ccccn2)CC1 | 1% | 11% | -15% | -12 | -1 | 2% | 3%
Cc1ccc(N2CC(NC(=O)N3CCN(C(=O)c4ccco4)CC3)CC2=O)cc1 (configuration not stated) | 1% | 10% | 8% | . | . | . | 0%
CCN(CC)C(=O)CSc1ncccc1-c1nc2ccccc2[nH]1 | 7% | ? | 7% | 27 | 17* | 4% | -2%
CC(=O)N1CCCc2cc(S(=O)(=O)N3CCCC(C(=O)N4CCN(c5cc(C)ccc5C)CC4)C3)ccc21 (configuration not stated) | 0% | 10µM* | ? | -6 | -7 | 14% | 2%&1%
CCN(C(=O)CSc1ncccc1C(=O)OC(C)C)c1cccc(C)c1 | ? | -18% | . | -15 | 1 | -2% | -9%
CN1COc2ccc3ccccc3c2C1 | -1% | 10% | -37% | 4 | 18* | -2% | 0%
CN(C)CCCN(C(=O)CCc1ccccc1)c1nc2ccc(Cl)cc2s1 | 10µM* | ? | ? | -17 | -11 | 0% | 0%
Cc1cc(C(=O)Nc2ccccc2C)on1 | 37%[activator] | 10% | 18% | -2 | 0 | 0% | 2%
CCOC(=O)c1cc(-c2ccccc2)n(CC(=O)Nc2cc(OC)cc(OC)c2)c1C | ? | ? | ? | 11 | -3 | -2% | -6%
Cc1ccsc1C(=O)NNC(=O)C1CC=CCC1C(=O)O (configuration not stated) | -2% | 13% | 20% | + | 45* | 3% | -4%
Cc1noc(C)c1S(=O)(=O)Nc1ccc(C(C)C)cc1 | ? | -29% | 1% | -5 | -3 | -5% | 1%
CC(NC(=O)c1ccco1)c1cccc2ccccc12 (configuration not stated) | ? | -22% | -21% | 14 | -2 | 5% | -6%
c1ccc(Nc2nc(-c3ccccc3)nc3ccccc23)cc1 | 329%[activator] | 14µM* | 9% | . | -3 | 10% | -1%
CCOc1cc(C(=O)OCc2ccc(OC)cc2)ccc1OCC(=O)N1CCOCC1 | ? | ? | ? | . | . | . | 0%
Cc1ccc(S(=O)(=O)CCC(=O)OCC(=O)N(C)C2CCS(=O)(=O)C2)cc1 (configuration not stated) | 20% | ? | -28% | . | . | . | 4%
CCN(CC(=O)Nc1ccc(OC)cc1)C(=O)COc1cccc2c1OC(C)(C)C2 | ? | -17% | ? | . | . | . | 4%
CC(=O)Nc1ccc(S(=O)(=O)Nc2cc([N+](=O)[O-])ccc2C)cc1 | ? | -7% | -15% | 23 | -3 | 4% | ?
CC(C)Cc1nc(N2CCCCC2)c(C#N)c2c1CCC2 | 10µM* | -20% | 40% | 0 | 1 | -3% | 4%
CCC(C)N(C(=O)CSc1ncnc2c1cnn2-c1ccccc1)C1CCS(=O)(=O)C1 (configuration not stated) | -29% | 14µM* | ? | . | . | . | 0%
Cc1c(C(=O)N2CCCC2)oc2ccc(Br)cc12 | 0% | ? | 49%[activator] | 42* | 35* | -8% | 1%
Oc1ccccc1-c1cc(-c2ccccc2)no1 | 117%[activator] | -19% | -43% | + | 47* | -18% | -11%
CCOC(=O)C1=C(C)NC(C)=C(C(=O)OCC)C1C(=O)OCC(N)=O | 9% | 14% | 41%[activator] | -12 | 3 | -1% | 0%
Cn1cnnc1SCC(=O)Nc1ccc(Cl)cc1 | ? | 8% | 19% | 17 | 12 | 3% | 1%
O=C(c1cc(F)c(F)cc1Cl)N1CCN(S(=O)(=O)c2cccs2)CC1 | 2% | -5% | -23% | . | . | . | -1%
COc1cccc(NS(=O)(=O)c2cc3[nH]c(=O)c(=O)[nH]c3cc2C)c1 | ? | 5% | ? | -3 | -2 | 6% | 0%
O=C(COC(=O)c1ccc(Cl)nc1)Nc1cc(S(=O)(=O)N2CCCCC2)ccc1Cl | -8% | -20% | 0% | -9 | -3 | 1% | 2%
CC(C)[C@H]1C(=O)O[C@@H]2CCN3CC=C(COC(=O)[C@](C)(O)[C@]1(C)O)[C@H]23 | ? | 3% | 14% | -3 | -1 | 7% | -1%
CN(C)CCN(C(=O)c1cccc(N2C(=O)CCC2=O)c1)c1nc2ccc(Br)cc2s1 | 6% | -13% | -27% | 35 | 13* | -5% | 1%
CC(=O)Nc1ccc(C(=O)OCCC(C)C)cc1 | -10% | -7% | 61%[activator] | 84* | 24* | 3% | 3%
COC(=O)CNC(=O)C(Cc1ccccc1)NS(=O)(=O)c1ccc2c(c1)c(=O)n(C)c(=O)n2C (configuration not stated) | ? | 5% | -30% | -10 | -3 | 2% | 4%&-1%
Cc1cccn2c(=O)c3cc(C(=O)NCCc4ccccc4)sc3nc12 | -23% | -4% | -8% | -1 | -3 | -6% | -5%
Cc1c(Br)c(C(=O)NNC(=O)c2ccc(C(C)(C)C)cc2)nn1C | 32%[activator] | -11% | 24% | 33 | 27* | 4% | -2%
COc1ccc2c(c1)[nH]c1c(N3CCSCC3)ncnc12 | 6.6µM* | -82% | 4.7µM* | -6 | -1 | 6% | 6%
CC(=O)c1ccc(N2CCN(S(=O)(=O)c3ccc4c(c3)CC(=O)N4C)CC2)cc1 | ? | -14% | ? | 54* | 11 | 0% | 6%
COc1ccc(C(=O)COC(=O)C2CCN(c3ccc(C(F)(F)F)cn3)CC2)c(OC)c1 | -19% | 1% | ? | . | . | . | 3%
CCOC(=O)C(=NC(C)CC)NNc1cccc(C(F)(F)F)c1 (configuration not stated) | -9% | 1% | 11% | -2 | 0 | 3% | 1%
CCC(=O)Nc1cccc(NC(=O)CSc2nnc(-c3ccc(NS(C)(=O)=O)cc3)n2C)c1 | 0% | 21% | 8% | -12 | -1 | 2% | 6%
COC(=O)[C@@H]1C[C@@]2(O)[C@H](O)[C@H](O)[C@H](O)C[C@H]2N1CC(c1ccccc1)c1ccccc1 | 3% | 15%[8.37 µM] | 66%[activator] | -2 | -1 | 5% | -7%
CC1(C)CC(=O)C(Br)=C(O)C1 | 5% | 0% | 3% | 6 | -3 | -2% | -6%
CCCCNC(=O)c1ccc2c(c1)N(CC)C(=O)c1ccccc1S2(=O)=O | 1.5µM* | ? | -20% | 4 | -3 | 2% | 0%

Five of these compounds in another layout.
compound,Pf growth 96h,HCV inh,Pf growth 48h,Shiga inhibitor,Cycloheximide cs,LmPK inhibitor,Tb PYK inh
CCOC(=O)C(=NC(C)CC)NNc1cccc(C(F)(F)F)c1 (configuration not stated),-9%,1%,11%,-2,0,3%,1%
CCC(=O)Nc1cccc(NC(=O)CSc2nnc(-c3ccc(NS(C)(=O)=O)cc3)n2C)c1,0%,21%,8%,-12,-1,2%,6%
COC(=O)[C@@H]1C[C@@]2(O)[C@H](O)[C@H](O)[C@H](O)C[C@H]2N1CC(c1ccccc1)c1ccccc1,3%,15%[8.37 µM],66%[activator],-2,-1,5%,-7%
CC1(C)CC(=O)C(Br)=C(O)C1,5%,0%,3%,6,-3,-2%,-6%
CCCCNC(=O)c1ccc2c(c1)N(CC)C(=O)c1ccccc1S2(=O)=O,1.5µM*,?,-20%,4,-3,2%,0%

(next part)
SMILES | Pf growth 96h | HCV inh | Pf growth 48h | Shiga inhibitor | Cycloheximide cs | LmPK inhibitor | Tb PYK inh
CCOc1ccc(C(=O)Nc2ccc(Cl)cn2)cc1Cl | ? | ? | 115%[activator] | 106* | 38* | 1% | 2%
OC(c1cccs1)(c1cccs1)C1C[N+]2(CF)CCC1CC2 (configuration not stated) | 2.3µM* | 25% | 10µM* | 11 | -2 | -5% | -17%
O=C1NCN(c2ccccc2)C12CCN(CC1COc3ccccc3O1)CC2 (configuration not stated) | -11% | . | ? | . | . | . | 3%
CCCCC(O)(CCCC)C(=O)NNc1ccccc1 | 37%[activator] | 6% | 38%[activator] | -15 | -5 | 2% | -5%
O=C1Nc2ccccc2/C1=C/c1cccnc1 | ? | ? | -10% | -9 | -1 | 6% | 0%
Cc1ccccc1N1CCN(C2CCCN(C(=O)c3cn4cccc(C)c4n3)C2)CC1 (configuration not stated) | ? | 11µM* | ? | -3 | -1 | -3% | 0%
CN(CCNC(=O)C1CCN(c2ncnc3c2nc2n3CCCCC2)CC1)Cc1ccccc1 | ? | ? | ? | -5 | 2 | -8% | -2%
CCOC(=O)C1CCN(c2c(NCCN3CCN(c4ccccc4)CC3)c(=O)c2=O)CC1 | -8% | 5%&15% | -13% | -1 | -5 | -1% | -3%
O=C(COC(=O)/C=C/c1ccccc1Cl)NCCc1ccc(Cl)cc1Cl | 0% | 20% | 21% | -3 | -1 | 3% | 5%
COc1ccc(CCN2C(=NC(=O)CC(C)C)SC3CS(=O)(=O)CC32)cc1 (configuration not stated) | . | -15% | -4% | -18 | -1 | 8% | 1%
C=CCn1c(O)c(C(CC)=Nc2cccc(C(F)(F)F)c2)c(=O)[nH]c1=O | ? | 7% | 30%[activator] | -10 | 2 | 4% | -8%
CCN=c1scc(-c2ccc(F)cc2)n1/N=C/c1ccccn1 | -68% | -12% | 139%[activator] | 82* | 48* | 7% | 1%
O=C(O)C1CCCN1C(=O)C1CCN(S(=O)(=O)c2cccc(C(F)(F)F)c2)CC1 (configuration not stated) | 0% | 17% | ? | . | . | . | 3%
CCNCCNC(=O)c1c(O)c2ccccc2n(CC)c1=O | -3% | ? | -12% | -2 | -3 | -1% | -7%
O=S(=O)(c1ccc(OCC(O)CN2CCN(c3ccccc3O)CC2)cc1)N1CCOCC1 (configuration not stated) | 11% | -29% | ? | -20 | -3 | -2% | -9%
COc1ccc(CCC(=O)N2CCN(S(=O)(=O)c3ccc(OC(F)(F)F)cc3)CC2)cc1 | 12µM* | 5% | 9.3µM* | . | . | . | -8%
CCN(CC)C(=O)Cn1cc(S(=O)(=O)CC(=O)Nc2ccc(OC)c(OC)c2)c2ccccc21 | ? | 11% | ? | -4 | -3 | -1% | -26%
COc1ccc(CC(=O)N2CCOCC2)cc1OC | -11% | 12% | 14% | -16 | 1 | 0% | -7%
